Screening data as filed in PubChem BioAssay.
sEH activator: soluble epoxide hydrolase activators, primary screen, biochemical, human sEH. Bifunctional epoxide hydrolase 2 (Homo sapiens), P34913. purified human sEH enzymatic activity, activator screen. activation, % at 2 µM. 91,000 compounds, 0.04% hits; in the data active = activation above about 37%; note: values of inactives mirror those of a sister screen read the other way
Target sequence (P34913 whole entry, looked up): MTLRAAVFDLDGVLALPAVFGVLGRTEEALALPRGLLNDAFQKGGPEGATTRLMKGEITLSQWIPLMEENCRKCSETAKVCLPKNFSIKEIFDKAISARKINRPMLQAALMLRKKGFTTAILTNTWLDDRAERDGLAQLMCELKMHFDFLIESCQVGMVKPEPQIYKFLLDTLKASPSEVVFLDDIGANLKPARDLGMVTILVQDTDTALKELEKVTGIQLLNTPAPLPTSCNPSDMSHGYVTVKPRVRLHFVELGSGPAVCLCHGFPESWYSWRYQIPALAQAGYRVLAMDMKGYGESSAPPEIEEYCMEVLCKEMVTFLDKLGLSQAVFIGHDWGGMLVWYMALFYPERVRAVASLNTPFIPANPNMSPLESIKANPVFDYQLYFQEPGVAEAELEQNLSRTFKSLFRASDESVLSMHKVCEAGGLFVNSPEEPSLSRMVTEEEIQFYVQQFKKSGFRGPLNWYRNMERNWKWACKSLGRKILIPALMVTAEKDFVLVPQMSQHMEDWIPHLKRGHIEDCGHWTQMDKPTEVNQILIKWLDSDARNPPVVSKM
ERa SRC1 inh: ERα–SRC-1 coactivator interaction inhibitors, primary screen, biochemical, TR-FRET, ERα LBD, estradiol-bound; Estrogen receptor (Homo sapiens), P03372; TR-FRET ER-alpha LBD / SRC-1 peptide; inhibition, % at 25.6 µM; 86,000 compounds, 1.7% hits; AID 629, 2007; in the data active = inhibition above about 50%;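 note: 0% = receptor plus peptide control and 100% = peptide only without receptor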
Smad3 FoxH1 inh: Smad3/FoxH1 peptide binding inhibitors, primary screen, biochemical, TR-FRET; Mothers against decapentaplegic homolog 3 (Homo sapiens), P84022; TR-FRET Smad3/Dy647-FoxH1 peptide binding, europium anti-His; inhibition, % at 25 µM; 88,000 compounds, 0.29% hits;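 active = compounds that reduce the energy-transfer binding signal between the protein and its labelled peptide by more than half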;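 note: 0% = Smad3 plus labelled peptide maximal FRET and 100% = peptide-only background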
Target sequence (P84022 whole entry, looked up): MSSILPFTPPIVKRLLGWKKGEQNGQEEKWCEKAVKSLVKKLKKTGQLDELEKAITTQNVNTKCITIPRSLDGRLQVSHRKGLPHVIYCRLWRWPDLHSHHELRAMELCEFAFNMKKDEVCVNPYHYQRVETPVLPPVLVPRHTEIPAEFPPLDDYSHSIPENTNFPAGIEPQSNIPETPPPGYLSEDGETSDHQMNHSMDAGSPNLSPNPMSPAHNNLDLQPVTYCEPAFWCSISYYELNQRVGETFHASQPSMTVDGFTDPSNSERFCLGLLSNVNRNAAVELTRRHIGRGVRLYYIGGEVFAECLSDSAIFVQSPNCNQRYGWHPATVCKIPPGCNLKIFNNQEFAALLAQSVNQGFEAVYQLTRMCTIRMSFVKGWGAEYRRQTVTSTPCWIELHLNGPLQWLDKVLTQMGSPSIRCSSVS
Calb biofilm kill: clotrimazole potentiators killing Candida biofilms, primary screen, with clotrimazole, Alamar Blue. C. albicans biofilm + clotrimazole. inhibition, % at 6 µM. 85,000 compounds, 0.14% hits. AID 834, 2007;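 active = inhibition above 20%; inactive = inhibition below 20%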;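 note: preformed 24 hr biofilms exposed to compound for 48 hr; 0% = biofilm without compound and 100% = blank killed by clotrimazole plus chlorhexidine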
H69AR inhibit: proliferation blockers of H69AR lung cancer cells, primary screen, cell-based, human, 86K library; 85,000 compounds, 6% hits; viability, % at 10 µM; H69AR lung tumor viability, ATP luminescence, 72 h; active compounds read low;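 active = viability at or below 40%; inactive = viability above 40%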;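 note: multidrug resistant small cell line overexpressing MRP-1 efflux transporter; 100% = mean luminescence of untreated control wells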
HUVEC prolif 384: inhibitors of HUVEC proliferation, primary screen, cell-based, 384-well; viability, % at 10 µM (by protocol); 86,000 compounds, 1.1% hits; CellTiter-Glo luminescence, 72 h; active compounds read low;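 active = viability at or below 30%; inactive = viability above 30%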;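 note: 100% = median luminescence of DMSO-only cell control wells on each plate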
ERb SRC1 inh: inhibitors of ERβ-SRC1 coactivator interaction, primary screen, biochemical, TR-FRET, ERβ LBD, SRC-1 peptide. inhibition, % at 25.6 µM. 86,000 compounds, 1.3% hits. Estrogen receptor beta (Homo sapiens), Q92731. AID 633, 2007. TR-FRET ER-beta LBD / SRC1-Cy5 peptide binding; receptor agonist-loaded with 1 µM estradiol;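 active = compounds whose percent inhibition of the receptor-coactivator binding signal exceeds about 50% in the single-dose screen, limit read from the data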;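 note: 0% = receptor plus peptide wells without compound and 100% = peptide-only wells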
Fibroblast inh: antiproliferative effect on LL 47 fibroblasts – human, LL 47 cells, CellTiter-Glo luminescence, primary screen. viability, % at 10 µM. 85,000 compounds, 1.1% hits. LL 47 human lung fibroblast viability, ATP luminescence; active compounds read low;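 active = viability at or below 50% in the single dose screen; inactive = viability above 50%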;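 note: compound exposure lasted 72 h before the ATP readout; 100% = median luminescence of untreated cell-only wells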
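Test system: LL 47 human lung fibroblasts / Quantity: 1,150 cells in each well / Medium: IMEM growth medium with 15% fetal bovine serum / Incubation: 72 h compound exposure at 37 °C after overnight plating / Detection: CellTiter-Glo luminescence measuring cellular ATP / Read-out: % viability versus median cells-only luminescence / Benchmarks: cell-only wells, no compound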
ERa SRC1 pot: enhancers of ERα–SRC-1 coactivator binding, primary screen, biochemical, TR-FRET, ERα LBD, low estradiol. Estrogen receptor (Homo sapiens), P03372. TR-FRET ERalpha-LBD/SRC-Cy5 coactivator binding, 2 h; 100 = basal binding, no effect. coactivator binding (% of control), % at 25.6 µM. 86,000 compounds, 1.3% hits. AID 639, 2007; in the data active = activity above about 200%;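 note: binding measured in presence of low estradiol as agonist stimulus; 0% = peptide alone without receptor and 100% = receptor with peptide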
* marks the source's active call; other numbers are inactive results; . = not tested or not shown; [ ] = dose if it differs, or a comment. Not all compounds are listed (hit frequency here may not be typical).

structure	sEH activator	ERa SRC1 inh	Smad3 FoxH1 inh	Calb biofilm kill	H69AR inhibit	HUVEC prolif 384	ERb SRC1 inh	Fibroblast inh	ERa SRC1 pot
COC(=O)COc1ccc(S(=O)(=O)N2CCOCC2)cc1	.	-2	-2	10	89	90	1[fluorescence artefact?]	96	108
CC(C)c1nc(SCc2ccccn2)c2c(=O)n(C)c(=O)n(C)c2n1	.	-6	-6	13	71	91	-8	87	91
COc1ccc(NS(=O)(=O)c2ccc(O)c(C(=O)OCC(=O)N3CC(C)OC(C)C3)c2)cc1 (stereo not drawn)	-1	-10	2	2	108	104	-9	105	98
N#Cc1nc(-c2ccccc2)oc1NCCN1CCCCC1	-7	-79	5	1	89	94	-18	103	124[fluorescence artefact?]
Cc1cc(C)cc(NC(=O)CSc2nnc(-c3ccccc3Br)o2)c1	-8	-11[fluorescence artefact?]	1	9	93	54	-6	90	109
COc1cccc(C(=O)NC2CCN(CC(=O)NCc3ccccc3OC)CC2)c1	-5	-5	3	4	93	99	-14	97	103
CCN1CCN(CCC(=O)Nc2cccc(OC)c2)CC1	3	-7	13	2	100	106	1	99	110
Cc1noc(C)c1C(=O)NC(C)c1ccc2c(c1)OCO2 (stereo not drawn)	12	-10	-2	.	97	97	3	98	97
CSc1cccc(NC(=O)CSc2ccccc2)c1	-18	-24	-2	5	97	100	-18[fluorescence artefact?]	95	95
CCOC(=O)c1cnc2ccc(C(=O)OC)cc2c1NCc1ccco1	-1	-10[fluorescence artefact?]	15	9	93	97	7[fluorescence artefact?]	99	132[fluorescence artefact?]
CCC(C)[C@H](NC(=O)NCc1cccc(OC)c1)C(=O)O (stereo partly drawn)	6	-1	-4	4	86	89	-6[fluorescence artefact?]	89	121
C=C(C)COc1ccc(-c2n[nH]c(C)c2-c2ccccc2)c(O)c1	1	1	7	7	96	54	5	68	80
CCOC(=O)c1cnc(SCC(=O)Nc2nnc(CC)s2)nc1N	9	-8[fluorescence artefact?]	6	2	86	93	1	96	235*
Cc1ccc(S(=O)(=O)NC2=NCN(CCOC(=O)c3ccc([N+](=O)[O-])cc3)CN2)cc1	-18	5	7	1	106	98	-1	101	105
Cc1ccccc1CSc1nnc(-c2ccccn2)n1N	2	-5	-2	6	105	105	-7	101	101

Brought forward from above: 5 entries; new compounds follow.
structure	sEH activator	ERa SRC1 inh	Smad3 FoxH1 inh	Calb biofilm kill	H69AR inhibit	HUVEC prolif 384	ERb SRC1 inh	Fibroblast inh	ERa SRC1 pot
CCC(C)[C@H](NC(=O)NCc1cccc(OC)c1)C(=O)O (stereo partly drawn)	6	-1	-4	4	86	89	-6[fluorescence artefact?]	89	121
C=C(C)COc1ccc(-c2n[nH]c(C)c2-c2ccccc2)c(O)c1	1	1	7	7	96	54	5	68	80
CCOC(=O)c1cnc(SCC(=O)Nc2nnc(CC)s2)nc1N	9	-8[fluorescence artefact?]	6	2	86	93	1	96	235*
Cc1ccc(S(=O)(=O)NC2=NCN(CCOC(=O)c3ccc([N+](=O)[O-])cc3)CN2)cc1	-18	5	7	1	106	98	-1	101	105
Cc1ccccc1CSc1nnc(-c2ccccn2)n1N	2	-5	-2	6	105	105	-7	101	101
CC(=O)c1c(C)[nH]c(C(=O)OCC(=O)N(C)C)c1C	11	2	-6	-2	89	108	-7[fluorescence artefact?]	104	111
COCCn1c(C)c(C(=O)O)sc1=S	-2	-11	-1	3	94	117	-16	99	112
Cc1ccc(C(NC(N)=O)c2ccccc2)cc1 (stereo not drawn)	-5	0	3	-1	97	85	4	96	98
CCc1cc(=O)oc2cc(OCc3nn[nH]n3)ccc12	13	3	-5	8	108	91	6	98	87
O=[N+]([O-])/C(C(Cl)=C(Cl)Cl)=C(\Nc1ccc(F)cc1)n1cncn1	-8	4[fluorescence artefact?]	7	4	72	64	0	91	128[fluorescence artefact?]
CC(=O)Nc1cc(-c2nn(C)c(=O)c3ccccc23)ccc1N1CCCCC1	3	-1	0	-1	88	104	4	101	108
Cc1onc(-c2ccccc2Cl)c1C(=O)N1CCN(c2ccccc2)CC1	2	-12[fluorescence artefact?]	6[fluorescence artefact?]	10	20*	99	-11	93	117
COc1cc(COCC(O)CN2CCOCC2)cc(OC)c1OC (stereo not drawn)	4	-7	0	2	93	114	-5	106	116
CCOC(=O)C1=C(C)NC(C)=C(C(=O)OCC)C1c1cc(N)ccc1OC(F)F	11	-21	2	-2	99	88	-17	100	111
O=C(NCCCN1CCCCC1)c1ccc2c(=O)n(CCc3ccccc3)c(=O)[nH]c2c1	.	0	-6	-4	76	94	1	90	111
O=C(CC(NS(=O)(=O)c1ccc(Cl)cc1)c1ccco1)NCc1ccco1 (stereo not drawn)	6	6	4[fluorescence artefact?]	7	78	98	-3[fluorescence artefact?]	104	113
Cc1ccc(-c2nnc(SCC(=O)Nc3nccs3)n2N)cc1	0	0	-2	2	96	94	4	96	105
O=C(O)C1CCCN1C(=O)OCc1ccccc1 (stereo not drawn)	6	-16	8	6	95	105	10	95	120
COc1cc(NC(=O)CN(C)S(=O)(=O)c2ccc3c(c2)CCC(=O)N3)cc(OC)c1	0	7	-11	6	82	93	40[fluorescence artefact?]	98	72
COc1ccc(N2CCN(C(=O)c3cc4c(-c5ccc(Cl)cc5)nn(C)c4s3)CC2)cc1	6	-10	-1	-3	80	82	-1	97	118
O=C(Nc1ccccc1)N1CC=C(c2ccc(F)cc2)CC1	-22	-6	6[fluorescence artefact?]	5	75	113	-12	91	93
Cc1ccc(-c2nc3cc(N)ccc3o2)cc1	-6	-3	17	4	88	80	8	95	112
O=C(CC1(O)C(=O)N(Cc2cccc3ccccc23)c2ccccc21)c1cccnc1 (stereo not drawn)	-10	16[fluorescence artefact?]	24	2	20*	40	18[fluorescence artefact?]	53	97
CCCCOc1ccc(-c2nnn(C(C)C(=O)OCC)n2)cc1 (stereo not drawn)	12	0	12	9	97	92	0	103	95
Cc1ccc(S(=O)(=O)n2nc(OC(=O)C3CCCCC3)cc2N)cc1	-7	33[fluorescence artefact?]	-2	5	89	96	22[fluorescence artefact?]	119	76
O=C(OCn1nnc2ccccc2c1=O)c1cccnc1	0	-8	2	8	94	83	-13	96	122
Cc1ccc2nc(NC(=O)C(NS(=O)(=O)c3cccc4nsnc34)C(C)C)sc2c1 (stereo not drawn)	3	6[fluorescence artefact?]	-2	17	90	84	0[fluorescence artefact?]	90	102
CCOC(=O)CCc1c(C)nc2c(c(C)nn2C(C)(C)C)c1C	.	-1	-5	-7	89	86	-4	103	91[fluorescence artefact?]
O=C(NC(c1ccccc1)c1ccccc1)N1CCN(CCO)CC1	.	-7	5	7	104	108	-8	100	108
CCn1c(SCC(=O)O)nc2sc3c(c2c1=O)CCC3	11	91*[fluorescence artefact?]	16	6	93	93	91*[fluorescence artefact?]	90	6[fluorescence artefact?]
Cc1c(NC(=O)C2(C)CCCCC2)c(=O)n(-c2ccccc2)n1C	.	3	-6	5	97	118	-7	107	108
Nc1ccc(S(=O)(=O)N2CCCc3ccccc32)cc1	-9	-2	-1	12	58	90	-3[fluorescence artefact?]	90	125
COC(=O)C1=C(C)Nc2ncnn2C1c1ccc(OCc2ccccc2)cc1 (stereo not drawn)	.	-13	-2	4	89	97	-7	104	97
CC1CCC(C(C)C)C(OCC(O)CN2CCOCC2)C1 (stereo not drawn)	1	12	0	7	86	104	-27	105	119[fluorescence artefact?]
COC(=O)C1=C(C)OC(N)=C(C#N)C1c1cc(OC)ccc1OC (stereo not drawn)	5	-8	1	3	.	84	-7	90	112

Other results follow.
Each structure is followed by: sEH activator | ERa SRC1 inh | Smad3 FoxH1 inh | Calb biofilm kill | H69AR inhibit | HUVEC prolif 384 | ERb SRC1 inh | Fibroblast inh | ERa SRC1 pot
- CC1CCCN(C(=O)CSc2nnc(-c3cccnc3)n2C2CCCCC2)C1 (stereo not drawn)
→ -1 | -18 | 2 | 1 | 70 | 104 | -19 | 100 | 115
- CCCCc1nc2c(=O)[nH]c3ccccc3c2o1
→ -10 | 15 | -6 | 8 | 93 | 112 | 20[fluorescence artefact?] | 106 | 80[fluorescence artefact?]
- CC(NC(=O)c1cc(-c2ccc(Br)cc2)on1)c1ccccc1 (stereo not drawn)
→ 17 | -5 | 12[fluorescence artefact?] | 7 | 22* | 76 | -9 | 74 | 153
- COc1ccc(-n2nc3c(c2NC(=O)C2CCCC2)CS(=O)C3)cc1 (stereo not drawn)
→ 4 | -4 | -1 | 10 | 83 | 104 | -1 | 92 | 113
- CCCC1(C(=O)OCC)NC(c2ccc(N(C)C)cc2)C2C(=O)N(c3ccccc3)C(=O)C21 (stereo not drawn)
→ 14 | -4 | 2 | 8 | 69 | 101 | 11 | 93 | 101
- Cn1ncc2nnn(-c3ccccc3)c(=O)c21
→ . | 0[fluorescence artefact?] | 8[fluorescence artefact?] | 6 | 103 | 77 | 1[fluorescence artefact?] | 93 | 101
- Cn1c(SCC(=O)Nc2ccc3c(c2)oc2ccccc23)nnc1-c1ccccc1
→ -7 | 52* | 11 | 11 | 75 | 49 | 31[fluorescence artefact?] | 98 | 251*[fluorescence artefact?]
- Cn1c(SCc2cc(=O)n3cc(Br)ccc3n2)nnc1C1COc2ccccc2O1 (stereo not drawn)
→ -7 | 68* | -3 | 3 | 106 | 95 | 49 | 98 | 65
- Cc1cc(C)nc(N2CCCC(C(=O)Nc3ccc4nc(C)c(C)nc4c3)C2)n1 (stereo not drawn)
→ -1 | -7 | -9 | -1 | 57 | 65 | 0 | 102 | 104
- CCCc1nc(-c2ccc(-c3ccc(F)cc3)cc2)no1
→ -2 | -8 | 5 | 5 | 97 | 99 | -6 | 94 | 102
- NC(=O)c1ccccc1NC(=O)CCN1C(=O)c2ccccc2C1=O
→ 0 | 15 | -10 | 16 | 101 | 90 | 14[fluorescence artefact?] | 94 | 94
- CN(Cc1ccccc1)C(=O)C1CCN(Cc2ccc(F)cc2)CC1
→ . | -26 | 2 | 6 | 87 | 91 | -25[fluorescence artefact?] | 95 | 108
